# Source: PubChem BioAssay
# USP1-UAF1 inh = blocks the human USP1/UAF1 deubiquitinase complex; O94782; recombinant USP1/UAF1, Ub-Rhodamine cleavage fluorescence; 390,000 tested, 0.23% active; Potency, µM (top dose mostly 57.1 µM), without a hit: at the highest dose activity change, negative = inhibition, actives largely listed as inhibitors; further: potency means the concentration at half of the fitted maximal effect; on the % scale 0 is the no-effect control and ±100 the full control effect; nearly all actives have a fitted effect of over 60% in size; inactives centre near -12
#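 Step one: compound is pinned into 1nM USP1/UAF1 in HEPES pH 7.8 buffer with TCEP. Step two: 15 min room-temperature incubation. Step three: Ub-Rho (150nM final) starts cleavage, tracked by fluorescence over six one-minute reads.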
# TrxR1 substrate = is turned over as a substrate by rat TrxR1. 390,000 tested, 0.01% active. Potency, µM (series often up to 114 µM), inactives show at the highest dose activity change, negative = substrate turnover. purified TrxR1 substrate turnover, NADPH consumption readout; further: potency means the concentration at half of the fitted maximal effect; on the % scale 0 is the no-effect control and ±100 the full control effect; nearly all actives have a fitted effect of over 50% in size
# Target sequence (O89049 whole entry, looked up): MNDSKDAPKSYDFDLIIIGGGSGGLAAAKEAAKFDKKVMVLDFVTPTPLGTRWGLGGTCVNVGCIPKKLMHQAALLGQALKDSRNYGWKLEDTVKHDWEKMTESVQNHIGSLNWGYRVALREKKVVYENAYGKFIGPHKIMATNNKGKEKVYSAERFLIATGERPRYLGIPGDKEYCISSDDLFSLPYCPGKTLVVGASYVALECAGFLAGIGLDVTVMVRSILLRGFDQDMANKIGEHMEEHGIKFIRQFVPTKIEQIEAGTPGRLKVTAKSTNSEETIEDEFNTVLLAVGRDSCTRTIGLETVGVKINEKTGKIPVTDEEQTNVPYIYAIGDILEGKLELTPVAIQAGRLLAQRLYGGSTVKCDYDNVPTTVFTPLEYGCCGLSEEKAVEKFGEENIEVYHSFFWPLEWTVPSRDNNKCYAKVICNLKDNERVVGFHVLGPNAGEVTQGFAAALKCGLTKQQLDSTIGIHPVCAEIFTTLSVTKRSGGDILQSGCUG
#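 Rat TrxR1, dispensed at 90 nM, was prereduced with 400 uM NADPH (final) for 5 min at ~22 deg C, then incubated with compound 15 min before 400 uM selenite. A first-read NADPH fluorescence drop versus no-compound background flagged substrates.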
# HP1b chromo inh = HP1-beta chromodomain-methylated histone interaction inhibition; P83916; AlphaScreen HP1-beta / biotin-H3K9me3 peptide binding; Potency, µM (titrated, usually from 114 µM), for the others: top-dose activity change, negative = inhibition, actives largely listed as inhibitors; 390,000 tested, 0.56% active; AID 540317; further: potency means the concentration at half of the fitted maximal effect; nearly all actives have a fitted effect of over 70% in size; inactives centre near 23
#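 Compound inhibition of the preformed complex between 50 nM HP1-beta and 50 nM biotinylated H3K9me3 peptide was read by AlphaScreen. Buffer was PBS pH 7.4 with 0.01% Tween-20. Incubations ran 30 min at room temperature, with 10 ug/mL donor/acceptor beads.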
# mIDH1 inhibitor = blocks human mutant IDH1 R132H enzyme; IDH1-R132H enzyme, NADPH consumption, diaphorase/resazurin fluorescence; O75874; 390,000 tested, 0.093% active; Potency, µM (titrated, usually from 76.6 µM), without a hit: at the top dose activity change, negative = inhibition, hits mostly inhibitors; further: potency means the concentration at half of the fitted maximal effect; on the % scale 0 is the no-effect control and ±100 the full control effect; nearly all actives have a fitted effect of over 65% in size
#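 IDH1-R132H (0.5 ug/mL) preincubated 30 min with compound, then NADPH (0.016 mM) and alpha-KG (2 mM) added; 80 min at RT, pH 7.5. Remaining NADPH coupled via diaphorase/resazurin to fluorescence (540/590 nm); concentration-response curves normalized to no-enzyme control.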
# Pin1 inh = blocks the human prolyl isomerase Pin1; Pin1 FP peptide displacement, HiFluor488, 10 min; Q13526; Potency, µM (top dose mostly 115 µM), for the others: at the highest dose activity, negative = inhibition, most hits filed as inhibitors; 390,000 tested, 0.009% active; active means well fitted inhibition curve with a large enough effect in the polarisation, with a control signal flat, not every such curve was filed as active; inconclusive means small, poorly fitted or top-dose-only effect, or effect the other way, or a change in a side signal; inactive means no such curve, though single readings can be large or run the other way; the % refers to the polarisation; further: potency means the concentration at half of the fitted maximal effect; on the % scale 0 is the no-effect control and ±100 the full control effect
# Target sequence (Q13526 whole entry, looked up): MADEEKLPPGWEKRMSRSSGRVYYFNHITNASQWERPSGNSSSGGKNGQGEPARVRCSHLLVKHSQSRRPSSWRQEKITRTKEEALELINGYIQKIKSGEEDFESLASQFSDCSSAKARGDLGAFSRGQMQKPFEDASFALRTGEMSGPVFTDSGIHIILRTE
# GLS inh = glutaminase GLS (human) inhibition. O94925. GLS enzymatic activity, qHTS titration. Potency, µM (doses to about 45.5 µM), without a hit: at the top dose activity change, negative = inhibition, hits mostly inhibitors. 410,000 tested, 0.21% active. AID 624170; further: potency means the concentration at half of the fitted maximal effect; on the % scale 0 is the no-effect control and ±100 the full control effect
#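 Two-point fluorescence kinetic (t0, 30 min RT) for hKGA; glutamate detected via glutamate oxidase–HRP–Amplex Red. Substrate: 1 mM L-glutamine solution; buffer 45 mM KH2PO4, pH 8.2.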
# PI4K2A inh = PI4K2A (human) kinase inhibition; Q9BTU6; purified PI4K2A, ADP-Glo luminescence, 1 h; hits give low values; activity change, negative = inhibition, % at 76.9 µM; 420,000 tested, 0.13% active; in the data active means activity change below about -50%; inconclusive means mostly about -30% to -49%;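 further: -100% = wells without enzyme as full effect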
#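 PI4K2A activity was measured by ADP-Glo luminescence: enzyme (4 ug/mL stock) and phosphatidylinositol (1.2 mM stock) in Tris pH 7.5/MgCl2/EGTA/Triton X-100 buffer were reacted with ATP (300 microM stock) for one hour at ambient temperature.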
# TrxR1 inh = blocks rat thioredoxin reductase 1; Potency, µM (highest dose often 114 µM), for inactives: top-dose activity change, negative = inhibition, usual class: inhibitors; recombinant rTrxR1, NADPH fluorescence consumption, selenite substrate; 390,000 tested, 1% active; AID 588453; further: potency means the concentration at half of the fitted maximal effect; on the % scale 0 is the no-effect control and ±100 the full control effect; nearly all actives have a fitted effect of over 65% in size
#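 Rat TrxR1 (90 nM in the dispensed reagent) was pre-reduced with 400 uM NADPH for 5 min at room temperature, then incubated with compound for 15 min. After 400 uM selenite was added, NADPH fluorescence (Ex 340/Em 450 nm) was followed for 8 min.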
# Tb PGK inh = T. brucei PGK inhibition; P07378; PGK/GAPDH coupled, Kinase-Glo luminescence, 60 min; Potency, µM (top dose mostly 57.5 µM), for the others: top-dose activity change, negative = inhibition, usual class: inhibitors; 380,000 tested, 0.043% active; AID 602233; further: potency means the concentration at half of the fitted maximal effect; on the % scale 0 is the no-effect control and ±100 the full control effect; nearly all actives have a fitted effect of over 60% in size
# Target sequence (P07378 whole entry, looked up): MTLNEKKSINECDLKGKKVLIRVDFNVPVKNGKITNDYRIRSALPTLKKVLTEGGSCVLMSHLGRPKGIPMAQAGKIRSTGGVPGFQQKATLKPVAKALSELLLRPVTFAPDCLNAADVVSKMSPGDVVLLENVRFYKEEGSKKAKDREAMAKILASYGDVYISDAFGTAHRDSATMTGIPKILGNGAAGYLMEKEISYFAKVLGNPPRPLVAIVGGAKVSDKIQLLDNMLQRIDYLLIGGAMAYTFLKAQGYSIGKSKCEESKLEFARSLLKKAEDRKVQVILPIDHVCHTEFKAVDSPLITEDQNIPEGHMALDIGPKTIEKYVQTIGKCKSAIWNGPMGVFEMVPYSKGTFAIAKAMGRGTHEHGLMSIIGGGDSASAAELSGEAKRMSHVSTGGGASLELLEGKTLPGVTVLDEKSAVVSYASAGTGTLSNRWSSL
#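 Recombinant glycosomal PGK reaction used 1,3-bisphosphoglycerate generated in-well by GAPDH (100nM final) in 100mM TEA pH 7.6, 5mM MgCl2, 0.01% Tween-20. After 60 minutes at room temperature, ATP was read by Kinase-Glo Plus luminescence end-point.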
# Starred values were filed as active, the others as inactive; i = inactive; ? = inconclusive; . = not tested or not shown; [ ] = remark or other dose. Unless noted, the call rests on the fitted dose curve; in most records, active means well fitted curve in the direction sought with a large enough effect; inconclusive means small, poorly fitted or top-dose-only effect, or another doubt; inactive means no such curve, though single readings can be large; an effect the other way counts as inactive or inconclusive. Some of the compounds tested. The share of hits here may be higher or lower than overall.
compound	TrxR1 substrate	Tb PGK inh	mIDH1 inhibitor	HP1b chromo inh	PI4K2A inh	TrxR1 inh	GLS inh	Pin1 inh	USP1-UAF1 inh
c1ccc(Cn2c(CNc3nc4ccccc4n3CCN3CCCCC3)nc3ccccc32)cc1	-4.4%	-16.5%	2.1%	-18.8%	-5.4	-1.5%	4.1%	1.9%	-13.5%
Cc1csc(NC(=O)CSc2nc(=O)n(CCCN(C)C)c3c2CCC3)n1	-4.6%	-4.2%	7.7%	22.9%	4.4	-8.4%	-3.3%	-5.2%	0.1%
O=C(COC(=O)c1ncc(Cl)c(Cl)c1Cl)Nc1cccnc1Cl	2.3%	-5.7%	4.0%	13.5%	-0.5	14.6%	2.0%	4.7%	-0.1%
Cc1cc(C)cc(NS(=O)(=O)c2ccc(-c3cc(C)no3)cc2)c1	-4.4%	-4.6%	18.5%	54.4%[activator]	-6.1	20.3%	-3.3%	-2.8%	-18.1%
O=C(C1CCC1)N1CCN(S(=O)(=O)c2cc(F)ccc2F)CC1	1.5%	-2.1%	2.4%	50.1%[activator]	1.9	7.6%	-3.7%	-2.2%	-16.8%
O=C1NCC(COc2ccc(Cl)cc2)O1 (centres undefined)	-2.5%	-6.2%	-5.1%	31.9%	0.6	4.9%	9.9%	1.7%	-0.3%
O=C(N1CCOCC1)C(F)(F)C(=O)N1CCOCC1	-4.7%	-1.2%	1.3%	3.2%	4.4	-10.3%	-0.6%	1.8%	3.0%
O=C(COc1ccc(Cl)cc1)NCc1ccccc1	4.7%	-3.4%	-0.7%	43.1%[activator]	0.9	21.0%	-0.6%	-4.9%	-19.7%
CC(C)c1cccc(C(C)C)c1NC(=O)CN1C(=O)NC2(CCCCCCC2)C1=O	-2.9%	i	14.6%	28.9%	-0.4	16.0%	-9.4%	-1.1%	-14.4%
COC(=O)c1ccc(CNC(=O)c2coc3ccccc3c2=O)cc1	0.5%	i	-2.3%	56.4%[activator]	-5.4	25.5%	-0.8%	8.3%	-12.2%
C/C(=N\NC(=O)c1csc(C)c1C)c1ccco1	6.8%	-17.1%	1.4%	32.9%	-1.1	1.2%	4.2%	-1.0%	-12.0%
CCOC(=O)C1CCN(C(=O)CN(C)S(=O)(=O)c2cc(C)ccc2OC)CC1	-3.6%	-14.3%	0.0%	28.1%	4.0	0.3%	-6.4%	-2.2%	-6.3%
CCCCN(C1CCS(=O)(=O)C1)S(=O)(=O)c1cc(C)ccc1C (centres undefined)	-6.1%	6.6%	-0.1%	12.0%	0.3	-2.1%	-10.6%	0.9%	-10.0%
COC(=O)C1=C(N)OC2=C(C(=O)CC(C)(C)C2)C1c1ccccc1OCC#N (centres undefined)	-1.4%[57.1 µM]	-2.6%	-3.3%	2.7%	11.4	6.4%[57.1 µM]	0.0%	-7.2%	-11.5%
COc1cc(CCC(=O)OCC(=O)Nc2c(F)cccc2F)cc(OC)c1OC	-5.4%	-7.7%	8.6%	-4.4%	-1.1	-12.2%	-0.4%	0.2%	-11.1%

# Sorted by length of the SMILES (lowest first): some entries from above.
compound	TrxR1 substrate	Tb PGK inh	mIDH1 inhibitor	HP1b chromo inh	PI4K2A inh	TrxR1 inh	GLS inh	Pin1 inh	USP1-UAF1 inh
O=C(N1CCOCC1)C(F)(F)C(=O)N1CCOCC1	-4.7%	-1.2%	1.3%	3.2%	4.4	-10.3%	-0.6%	1.8%	3.0%
O=C(COC(=O)c1ncc(Cl)c(Cl)c1Cl)Nc1cccnc1Cl	2.3%	-5.7%	4.0%	13.5%	-0.5	14.6%	2.0%	4.7%	-0.1%
O=C(C1CCC1)N1CCN(S(=O)(=O)c2cc(F)ccc2F)CC1	1.5%	-2.1%	2.4%	50.1%[activator]	1.9	7.6%	-3.7%	-2.2%	-16.8%

# Continued.
compound	TrxR1 substrate	Tb PGK inh	mIDH1 inhibitor	HP1b chromo inh	PI4K2A inh	TrxR1 inh	GLS inh	Pin1 inh	USP1-UAF1 inh
COc1ccc(CNC(=O)C2CC(=O)N(C3CCCCC3)C2)cc1 (centres undefined)	5.2%	-3.1%	0.0%	44.8%[activator]	5.7	16.0%	-6.8%	-5.7%	-16.5%
COc1cc(CN2CCCC(N3CCN(c4ccccc4C)CC3)C2)ccc1O (centres undefined)	-6.8%[57.1 µM]	-8.2%	0.2%	32.8%	1.0	-2.9%[57.1 µM]	-25.3%	-1.1%	-20.0%
CC(=O)Nc1ccc(-c2nnn(CC(=O)c3ccccc3)n2)cc1Cl	-6.9%	-1.7%	11.9%	?	6.6	-3.6%	9.8%	-3.3%	-2.4%
CCCS(=O)(=O)Nc1cc(-c2cn3ccc(C)cc3n2)ccc1C	79.7%[activator]	.	.	43.3%[activator]	2.1	50.2%[activator]	2.0%	1.9%	-24.6%
C#Cc1ccc([C@@H]2C=C(C(=O)N3CCOCC3)O[C@H](OCc3ccc(CO)cc3)C2)cc1	4.3%[57.1 µM]	-3.0%	-1.0%	35.4%	0.7	16.6%[57.1 µM]	-6.8%	0.6%	-30.2%
CCOc1ccccc1NC(=O)N1C2CCCC1CC(NC(=O)C1CC1)C2 (centres undefined)	14.1%	-10.0%	4.8%	18.7%	-1.6	31.2%	1.6%	-0.4%	3.0%
O=CN(CCN(C=O)CN1CCCCC1)CN1CCCCC1	-3.6%	-6.6%	3.3%	7.7%	2.3	2.4%	7.6%	1.7%	5.8%
COc1ccc(CCN(C)C(=O)COC(=O)/C=C/c2ccc(C)o2)cc1OC	-13.8%	-6.9%	2.7%	-18.9%	-3.4	15.8µM*	-17.1%	10.4%	1.9%
CC(C)=CCc1c(-c2ccc(O)cc2O)oc2c3c(cc(O)c2c1=O)OC(C)(C)C=C3	0.7%[57.1 µM]	-6.0%	-21.3%	-7.6%	0.5	49.4%	3.7%	?	-8.5%
CCc1ccc(Nc2n[n+](-c3ccccc3)c(-c3ccc(OCc4ccccc4)cc3)s2)cc1	-7.1%[57.1 µM]	i	17.4%	20.6%	-13.3	24.5%[57.1 µM]	-0.8%	14.4%	-30.8%
Cc1ccc(-n2ncc3c(=O)[nH]c(SCC(=O)N4CCOCC4)nc32)cc1	-8.2%	-10.0%	0.0%	14.4%	-5.1	-7.0%	13.0%	11.8%	-4.3%
Cc1oc(-c2ccccc2)nc1C(=O)OCC(=O)NC(C)c1ccccc1 (centres undefined)	1.8%	-9.8%	1.3%	49.9%[activator]	-10.1	24.9%	2.8%	1.6%	-23.9%
CC(C)(C)OC(=O)NCCCC[C@H](NC(=O)c1[nH]cnc1C(=O)Nc1ccc(Cl)cc1)C(=O)OC(C)(C)C	-1.0%[57.1 µM]	5.8%	-0.6%	38.0%	-0.2	19.5%[57.1 µM]	4.4%	?	8.9%
COC(CNC(=O)c1cn(C)c2ccc(S(=O)(=O)N(C)C3CCCCC3)cc2c1=O)OC	0.4%	-1.5%	-5.0%	18.2%	4.1	21.2%	-0.1%	-13.2%	5.2%
Cc1ccc(C(=O)NC(=S)Nc2cccnc2Cl)cc1	2.7%[0.457 µM]	-2.8%	6.6%	-0.8%	1.5	?	-10.7%	-5.0%	-31.4%

compound	TrxR1 substrate	Tb PGK inh	mIDH1 inhibitor	HP1b chromo inh	PI4K2A inh	TrxR1 inh	GLS inh	Pin1 inh	USP1-UAF1 inh
Clc1cccc(Sc2ccc(-c3ccccn3)s2)c1	16.4%	-4.8%	8.4%	229.3%[activator]	0.5	42.4%	-1.6%	-6.7%	-22.3%
CC(=O)Nc1ccc(NC(=O)c2ccc(S(=O)(=O)N(C)c3ccccc3)cc2)cc1	-0.3%	-3.1%	-8.8%	48.7%[activator]	0.8	8.6%	-7.4%	0.8%	-20.7%
COc1ccccc1-c1cc(C(=O)N2CCCCC2)no1	4.1%[57.1 µM]	4.1%	-5.1%	37.2%	-0.4	5.0%[57.1 µM]	-0.7%	-1.7%	10.0%
O=C(O)c1cccc(NS(=O)(=O)c2ccc3c(c2)C(=O)c2ccccc2C3=O)c1	-4.4%	i	-2.7%	23.3%	-5.9	-11.2%	4.1%	?	-27.9%
Cc1nnsc1-c1nc2ccccc2[nH]1	124.5%[activator][57.1 µM]	-4.0%	2.5%	61.1%[activator]	-1.1	26.0%[57.1 µM]	5.8%	5.1%	-17.8%
CC(C)(C)NC(=O)C1CCN(S(=O)(=O)c2cccc(C(F)(F)F)c2)CC1	4.7%	3.7%	5.2%	29.9%	-3.1	-2.7%[57.1 µM]	4.5%	-2.1%	2.9%
O=C(NNS(=O)(=O)c1ccccc1)Nc1ccc(F)cc1	7.6%	i	11.3%	49.6%[activator]	-2.1	27.2%	17.3%	-0.1%	-18.7%
O=C(C[n+]1cccc(O)c1)Nc1ccc(Br)cc1	4.8%[57.1 µM]	-5.6%	2.1%	51.5%[activator]	-0.3	0.4%[57.1 µM]	1.7%	1.7%	-21.9%
Cc1cc(NC(=O)CCCn2nc([N+](=O)[O-])cc2C)no1	2.2%	-9.0%	0.0%	28.5%	2.8	14.0%	-17.1%	3.1%	-9.4%
COc1ccc(NC(=O)c2cc(-c3ccccc3Cl)on2)cc1OC	-2.0%	-1.1%	12.6%	13.6%	-1.1	1.9%	2.5%	?	-17.4%
